Screening data deposited in PubChem BioAssay by several laboratories.
VLA-4 inh – inhibition in human VLA-4 binding assay, primary screen, VLA-4 allosteric modulator project, MLPCN library, flow cytometry, VLA-4 expressing cells; Integrin alpha-4 (Homo sapiens), P13612; ligand binding flow cytometry; inhibition, % (about 7 µM as worked out from the volumes in the protocol); hit rate 0.2% among 330,000; AID 2557, 2010; in the data active = inhibition above about 50%
core dimer inh – inhibitors of HCV core protein dimerization, primary screen, biochemical, TR-FRET, high-throughput; TR-FRET GST/Flag-core106 dimerization, 1536-well; inhibition, % at 5 µM; hit rate 0.33% among 300,000;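 active = inhibition above the mean of all tested compounds plus 3 SD, set per screening campaign, cut at about 45% in these data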
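System: GST/Flag-tagged HCV core106 proteins. Incubation: compound-protein-antibody incubation 4 h at 22.5 °C. Technique: HTRF with 340 nm excitation, 617/671 nm emission. Medium: KF-containing HEPES buffer, pH 7.45, DTT, CHAPS, BSA. Read-out: inhibition (%) from 671 over 617 nm ratio. Also added: Eu(K)-anti-GST 90 ng/mL plus XL665-anti-Flag 1 µg/mL.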
JMJD2C inh – inhibitors of GASC-1 histone demethylase, primary screen, biochemical, fluorescence, DELFIA europium; GST-JMJD2C(1-420) H3K9me3 demethylation; hit rate 0.069% among 330,000; Lysine-specific demethylase 4C (Homo sapiens), Q9H3R0; inhibition, % at 2.35 µM;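 active = more than half of a compound's replicate wells show inhibition beyond 50%, single wells judged on their own value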;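 note: signal counts dimethyl H3K9 product captured on neutravidin plate; 0% = median of DMSO wells and 100% = 0.3 times that DMSO median; strong numbers were not always called active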
CTSL1 counter – Fasciola hepatica cathepsin L1 inhibitors, primary screen, counter-screen for PFM18AAP inhibitor project, biochemical, QFRET, fluorogenic peptide substrate | recombinant F. hepatica cathepsin L1, Z-Leu-Arg-MCA fluorescence | inhibition, % at 5.96 µM | hit rate 0.49% among 300,000 | AID 1906, 2009;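 active = inhibition above the mean of all tested compounds plus 3 SD, set per screening campaign, cut at about 17% in these data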;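 note: 0% = plate median of test compound wells and 100% = 1 µM Z-Phe-Ala-diazomethylketone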
PP1 inh – PP1-alpha phosphatase inhibitors, primary screen, counter-screen for PP5 inhibitor project, biochemical, fluorescence, OMFP substrate, single point; purified PP1alpha; inhibition, % at 6.7 µM; hit rate 0.9% among 320,000; AID 2235, 2010;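 active = inhibition above the mean inhibition of all tested compounds plus 3 SD, computed separately for each screening campaign, cut at about 15% in these data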
Target sequence (P62136 whole entry, looked up): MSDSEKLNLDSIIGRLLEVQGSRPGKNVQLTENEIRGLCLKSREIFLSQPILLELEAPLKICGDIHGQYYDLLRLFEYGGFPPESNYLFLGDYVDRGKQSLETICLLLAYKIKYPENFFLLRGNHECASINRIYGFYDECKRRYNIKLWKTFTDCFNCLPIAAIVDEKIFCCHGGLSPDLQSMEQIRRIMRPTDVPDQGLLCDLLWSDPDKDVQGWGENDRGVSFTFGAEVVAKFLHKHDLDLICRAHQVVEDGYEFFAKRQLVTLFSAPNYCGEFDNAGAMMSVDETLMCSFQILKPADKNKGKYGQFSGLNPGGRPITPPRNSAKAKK
PP5 inh – PP5 phosphatase inhibitors, primary screen, biochemical, fluorescence; AID 1987, 2009; Serine/threonine-protein phosphatase 5 (Homo sapiens), P53041; purified PP5c, OMFP substrate fluorescence; hit rate 0.18% among 320,000; inhibition, % at 6.7 µM;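 active = inhibition above the campaign's mean inhibition across all tested compounds plus 3 SD, cut at about 9.5% in these data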;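 note: 0% = DMSO only and 100% = 100 µM cantharidin control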
Target sequence (P53041 whole entry, looked up): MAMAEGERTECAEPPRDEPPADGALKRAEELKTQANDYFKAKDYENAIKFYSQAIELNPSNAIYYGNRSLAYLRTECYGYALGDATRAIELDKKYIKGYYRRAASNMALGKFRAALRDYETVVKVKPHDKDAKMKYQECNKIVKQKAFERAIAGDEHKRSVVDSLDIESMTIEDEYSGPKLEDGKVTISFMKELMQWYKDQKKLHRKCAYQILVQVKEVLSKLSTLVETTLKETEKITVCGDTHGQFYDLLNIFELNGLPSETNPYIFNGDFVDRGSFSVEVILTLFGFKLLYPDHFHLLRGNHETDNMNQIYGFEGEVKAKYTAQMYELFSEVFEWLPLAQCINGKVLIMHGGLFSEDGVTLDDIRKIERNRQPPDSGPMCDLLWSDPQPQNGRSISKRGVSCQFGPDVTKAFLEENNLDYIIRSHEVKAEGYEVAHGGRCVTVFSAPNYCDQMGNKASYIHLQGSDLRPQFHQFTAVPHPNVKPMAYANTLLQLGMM
procasp3 activ – activators of human procaspase-3 D3A mutant, primary screen, biochemical, absorbance, PC-3 D3A mutant, single concentration. Caspase-3 (Homo sapiens), P42574. recombinant procaspase-3 D3A, Ac-DEVD-pNA absorbance 405 nm. activation, % at 8.5 µM. hit rate 0.11% among 330,000. AID 463141, 2010;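 active = activation above the mean of all tested compounds plus 3 SD, cut at about 21% in these data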;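 note: 0% = DMSO alone and 100% = DMSO wells spiked with extra 5 µM PC-3 D3A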
Target sequence (P42574 whole entry D9A/D28A/D175A): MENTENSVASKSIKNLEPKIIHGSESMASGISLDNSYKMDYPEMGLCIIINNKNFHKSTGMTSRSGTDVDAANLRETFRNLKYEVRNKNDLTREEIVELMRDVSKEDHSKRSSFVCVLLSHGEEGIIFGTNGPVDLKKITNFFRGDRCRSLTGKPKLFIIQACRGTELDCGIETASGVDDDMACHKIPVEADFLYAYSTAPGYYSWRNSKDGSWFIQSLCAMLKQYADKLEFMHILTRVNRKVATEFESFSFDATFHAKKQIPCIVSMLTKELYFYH
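System: Procaspase-3 D3A mutant. Medium: Zinc-free 300 mM NaCl, 50 mM HEPES, 0.01% Triton X-100. Schedule: 1 h preincubation plus 2 h reaction at 25 °C. Measured by: 405 nm absorbance of p-nitroaniline, reads at 0 and 120 min. Read-out: percent activation relative to control range.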
proCasp7 act – procaspase-7 activators, primary screen, counter-screen for procaspase-3 activator project, biochemical, absorbance, HTS, human; recombinant procaspase-7, Ac-DEVD-pNA absorbance 405 nm; D23A/D198A/D206A triple mutant, cannot self-cleave; scale: DMSO 0, 5 µM enzyme 100; activation, % at 8.5 µM; hit rate 0.093% among 330,000;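 active = percent activation above the screen-wide mean plus 3 SD, cut at about 25% in these data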
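Detection: p-Nitroaniline absorbance at 405 nm, read at 0 and 120 min; system: Uncleavable procaspase-7 mutant enzyme; evaluation: % activation from two-timepoint absorbance difference, scaled to controls; times: 1 h enzyme–compound preincubation and 2 h substrate reaction, both 25 °C; buffer or medium: Zinc-free HEPES pH 7.4 with 300 mM NaCl, 0.01% Triton X-100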
GRK2 inh – compounds blocking aptamer binding on GRK2 – biochemical, human GRK2, bead flow cytometry, HTS, primary screen; FAM-aptamer displacement from GRK2; inhibition of aptamer binding, % at 10 µM; hit rate 0.59% among 330,000; Beta-adrenergic receptor kinase 1 (Homo sapiens), P25098;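 active = inhibition of aptamer binding above 40%, roughly 3 SD of noise, on plates passing a quality check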;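 note: median bead fluorescence of bound FAM aptamer so fluorescent compounds give negative values; no value below 0 was filed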
Starred values were filed as active, the others as inactive; . = not tested or not shown.

SMILES	VLA-4 inh	core dimer inh	JMJD2C inh	CTSL1 counter	PP1 inh	PP5 inh	procasp3 activ	proCasp7 act	GRK2 inh
CC1=C(C(=O)N2CCOCC2)C(c2cccc3ccccc23)NC(=S)N1 (configuration not stated)	2.2	-9.6	3.7	-2.9	1.1	1.9	2.4	3.5	5.0
O=C(c1ccoc1)N1CCCC(Nc2ccc(F)c(F)c2)C1 (configuration not stated)	12.1	-0.3	-3.5	0.3	-5.3	-1.4	2.9	-0.8	3.0
CC(=O)c1sc(NC(=O)COc2c(C)cc(Cl)cc2C)nc1C	-1.9	14.8	-14.6	0.9	0.7	1.7	7.9	2.4	0.0
Cc1cc(C)nc(SCCc2ccncc2)n1	19.6	-1.0	-5.0	-2.5	-0.8	-0.2	-20.5	-25.8	2.0
O=C(N/N=C\c1cn[nH]c1-c1ccccc1)c1ccc([N+](=O)[O-])cc1	-8.2	-14.4	0.7	-1.6	4.0	4.5	-4.2	-3.2	0.0
Cc1ccc(N(CC(=O)NC(C)C)C(=O)CCC(=O)Nc2ccccn2)cc1	7.0	-1.2	-14.0	-2.2	-2.8	-0.7	6.2	5.8	0.0
COc1cccc(C(=O)NCCS(=O)(=O)N2CCc3ccccc3C2)c1	-11.1	3.0	-8.0	10.4	-4.5	5.2	-7.0	-1.1	0.0
N#Cc1c(C(F)(F)F)cc(-c2ccc(Cl)c(Cl)c2)nc1SCCN1CCOCC1	-82.0	13.2	-6.9	1.1	5.4	2.5	-3.8	3.0	0.0
Cc1cccc2c(=O)n3c(nc12)CCCCC3	-1.4	4.2	17.6	5.1	1.2	-0.4	8.3	6.3	1.0
Cc1ccc(/C=N/n2c(-c3cccnc3)n[nH]c2=S)s1	-37.0	0.0	119.3	0.6	-2.0	-0.7	-5.0	-13.5	1.0
CCOc1ccc(OCCC(=O)OCC(=O)NCc2ccc(Cl)cc2)cc1	-11.2	-8.3	7.4	-15.3	7.1	0.9	-0.1	-3.5	0.0
O=C(O)c1cccc(C(=O)c2cccc(C(=O)O)c2)c1	3.2	-2.7	-11.0	-2.1	8.8	1.4	9.9	-3.0	3.0
O=C(NCCc1ccccc1)C1CCC(=O)N(Cc2ccc(Cl)cc2)C1 (configuration not stated)	-7.5	-7.9	10.1	1.0	0.1	1.3	2.5	1.3	1.0
Cc1ccc(SCC(=O)N2CCCC2)cc1	4.2	5.4	-7.4	-1.9	-2.0	-0.9	3.3	6.0	1.0
CCOC(=O)CSc1cc(CS(=O)(=O)c2ccccc2)nc(-c2ccccc2)n1	9.7	3.4	18.3	3.1	2.8	5.7	-7.2	10.8	0.0
O=C(COC(=O)c1ccc(CNS(=O)(=O)c2ccc(F)c(Cl)c2)cc1)NCC1CCCCC1	19.9	3.3	-3.7	-14.2	-1.6	1.3	1.6	2.6	1.0
O=C1CC(c2ccccc2Br)c2cc3c(cc2N1)CCC3 (configuration not stated)	2.0	0.1	21.1	-3.4	1.0	0.8	-6.7	2.3	0.0
COc1ccccc1N1CCN(C(=O)c2ccc(Br)o2)CC1	-10.8	.	2.2	.	.	.	10.9	-0.3	4.0
CCOC(=O)c1c[nH]c2c(C(F)(F)F)cccc2c1=O	-0.9	-2.8	5.0	-2.3	2.6	3.1	-1.9	-0.4	0.0
Cc1ccccc1S(=O)(=O)Cc1ccc(C(=O)NCCCN2CCCC(C)C2)o1 (configuration not stated)	10.4	-2.8	-12.8	1.3	-0.4	-0.6	8.6	1.9	0.0
CCCCN(C(=O)CSc1nnc(Nc2ccccc2)s1)c1c(N)n(CCC)c(=O)[nH]c1=O	-0.4	-0.9	9.8	1.9	-0.4	0.2	-10.0	1.1	0.0
CC(CC(=O)Nc1nncs1)c1ccccc1 (configuration not stated)	-9.7	-4.1	-7.8	3.0	-2.2	2.8	3.6	9.5	1.0
Cc1nn(C)c(C)c1CNC(=O)Nc1ccc(Cl)cc1	-15.1	-1.8	0.3	-0.4	-1.3	1.2	8.8	-0.1	2.0
Clc1ccc(-c2nnn(Cc3nc4ccccc4s3)n2)cc1	-8.6	1.4	-2.6	-5.4	2.2	3.1	-8.8	-4.3	4.0
CN(C(=O)COC(=O)c1ccc(Br)c(S(=O)(=O)N2CCOCC2)c1)C1CCCCC1	7.4	.	-1.0	.	.	.	4.4	0.5	0.0
COc1ccc(C2/C=C\CNCC(=O)N2Cc2ccc(F)cc2)cc1 (configuration not stated)	.	-0.4	-1.7	-1.1	-0.9	3.6	0.3	5.2	.
CCOc1ccc(-c2ncncc2-c2ccccc2OC)c(O)c1	-5.9	-10.2	-9.8	4.6	1.4	-5.6	2.7	0.8	1.0
O=C(c1cc([N+](=O)[O-])ccc1N1CCOCC1)N1CCN(S(=O)(=O)c2cc(Cl)ccc2Cl)CC1	-16.4	4.3	12.5	6.6	-3.5	-1.9	-1.6	-13.4	2.0
O=C(NC(=S)N1CCN(c2c(Cl)cccc2[N+](=O)[O-])CC1)c1cccs1	-3.7	-0.2	8.5	2.9	2.1	5.2	-9.5	-8.0	1.0
O=C(c1nc2ccccn2c1CN1CCC(Cc2ccccc2)CC1)N1CCCC1	-2.1	-0.9	0.1	0.5	1.4	2.5	-9.2	0.5	1.0
CCOC(=O)c1c(CS(=O)(=O)c2ccccc2)n(C)c2cc(Br)c(O)cc12	1.5	1.4	2.6	2.0	-0.9	0.7	-2.3	7.5	0.0
Cc1cccc(N(CC(=O)N2CCN(C)CC2)S(=O)(=O)c2ccccc2)c1	9.4	-5.9	-12.4	5.5	-6.8	2.5	3.3	-7.6	0.0
CCOC(=O)C1=C(CSc2nncn2C)NC(=O)NC1c1cc(OCC)ccc1OCC (configuration not stated)	14.3	-1.2	-1.8	0.5	2.2	0.5	3.6	3.2	2.0
CCCCc1nc2ccccc2c(C(=O)O)c1C	-2.3	0.9	-4.8	-1.6	-3.9	-3.9	-5.4	0.9	1.0
O=C(Nc1ccc(-c2ccccc2)cc1)c1ccco1	7.5	-2.8	5.3	-4.5	-2.8	0.9	7.9	-10.3	0.0
CC1CCc2nc(NC(=O)Cc3cccs3)sc2C1 (configuration not stated)	6.1	-3.8	6.9	2.4	1.9	1.3	2.7	3.1	3.0
CN(C)S(=O)(=O)c1ccc(NCC2COc3ccccc3O2)c([N+](=O)[O-])c1 (configuration not stated)	-0.3	-1.5	5.7	-2.5	0.2	5.6	-1.6	5.0	0.0
Cc1ccc(C2=NS(=O)(=O)N(C)C(C(=O)NCc3cccs3)=C2)cc1	-1.6	7.2	-4.9	0.7	2.1	0.4	5.6	7.7	0.0
CN(C)Cc1c(O)ccc2c(=O)c(-c3ccccc3Cl)coc12	6.0	1.3	13.2	-0.6	-5.5	0.4	0.8	-10.6	0.0
CN(CC(=O)NCCc1ccccc1)S(=O)(=O)c1cnc[nH]1	2.6	-0.8	4.1	-1.9	-0.3	-1.6	7.5	1.5	0.0
Cc1nc2ccc(Br)cn2c1C(=O)N/N=C\c1ccc(C(C)C)cc1	8.8	6.9	0.6	1.3	0.3	-1.7	-8.1	-8.5	0.0
Cc1ccc(N=C2C(=O)Nc3c(C)cccc32)cc1	-4.8	-13.7	5.9	-1.1	-5.8	-1.5	2.5	-0.5	7.0
COc1ccc(/C=C/C(=O)N2CCN(c3ccccn3)CC2)cc1OC	8.8	7.6	-1.3	-3.1	-1.0	-0.5	4.8	-2.3	53.0*
O=c1oc2cc(Br)ccc2n1CSC1=NCCS1	-2.4	4.4	.	1.6	0.0	-0.6	0.5	-3.9	1.0
O=C(NC(=S)NC1CC1)c1cccnc1	-7.5	-0.8	7.7	-3.5	0.4	1.4	-0.5	7.8	0.0

A second format for some results above:
compound,VLA-4 inh,core dimer inh,JMJD2C inh,CTSL1 counter,PP1 inh,PP5 inh,procasp3 activ,proCasp7 act,GRK2 inh
CN(CC(=O)NCCc1ccccc1)S(=O)(=O)c1cnc[nH]1,2.6,-0.8,4.1,-1.9,-0.3,-1.6,7.5,1.5,0.0
Cc1ccc(C2=NS(=O)(=O)N(C)C(C(=O)NCc3cccs3)=C2)cc1,-1.6,7.2,-4.9,0.7,2.1,0.4,5.6,7.7,0.0

Additional records.
SMILES	VLA-4 inh	core dimer inh	JMJD2C inh	CTSL1 counter	PP1 inh	PP5 inh	procasp3 activ	proCasp7 act	GRK2 inh
CSCCC(=O)N1CCCC(CNC(=O)c2ccc(-c3ccccc3)cc2)C1 (configuration not stated)	-12.9	4.3	4.4	-3.5	-2.5	-1.3	6.1	13.8	0.0
Cn1c(Cc2ccccc2)nnc1SCC(=O)N1CCN(c2ccccc2)CC1	-3.1	0.3	24.1	1.8	-2.7	1.5	-1.0	-1.9	4.0
COc1ccc(S(=O)(=O)n2nc(-c3ccc(Cl)cc3)cc2N)cc1OC	42.1	-2.4	-10.7	2.8	0.6	4.1	-4.9	4.7	0.0
O=C(Nc1ccc2oc(-c3ccncc3)nc2c1)c1ccc(Br)o1	0.2	-38.2	-5.5	0.5	2.2	2.5	1.4	-6.0	2.0
O=C(CN1CCCC1)Nc1ccc(NC(=O)Nc2ccccc2Cl)cc1	13.0	-1.8	11.1	-3.4	-3.2	1.4	10.2	-0.9	0.0
CN(Cc1ccc(C(C)(C)C)cc1)C(=O)c1ccc2c(=O)n3c(nc2c1)CCC3	12.7	4.2	-3.2	1.0	-0.1	0.0	-2.2	0.7	0.0
O=C(Cc1ccccc1)n1nc(-c2ccco2)nc1SCc1ccccc1	-9.3	-4.4	3.2	2.0	3.0	0.1	7.2	2.3	0.0
Cc1ccccc1-n1c(SCC(=O)NC(N)=O)nc2sc(-c3ccccc3)cc2c1=O	4.4	13.7	-19.5	5.2	8.8	-1.1	-7.6	3.9	5.0
CCOc1ccc(NC(=S)N(CCN2CCOCC2)Cc2cc3cc4c(cc3[nH]c2=O)OCO4)cc1	17.0	0.1	1.0	-4.7	-2.5	-1.8	-1.3	-4.0	0.0
NCCNC(=O)Cc1ccc(NC(=O)Cc2ccc(Nc3ncnc4c3ncn4[C@@H]3O[C@H](CO)[C@@H](O)[C@H]3O)cc2)cc1	6.8	1.2	.	0.3	1.2	1.6	6.2	-6.6	5.0
COc1cc(NC(=O)CSc2nc3c(c(=O)[nH]2)CCCC3)cc(OC)c1OC	20.4	-3.3	5.4	4.2	-5.1	-2.2	4.3	9.5	2.0

Rows are unselected. Share with any hit: about 2.6%.
